# BLM inh: Bloom syndrome helicase (human) inhibition; P54132; recombinant BLM DNA unwinding, fluorescence dequenching; Potency, µM (top dose mostly 56.1 µM), without a hit: at the highest dose activity change, negative = inhibition, usual class: inhibitors; 350,000 tested, 0.2% active; AID 2528;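 also: potency is read from the fitted curve at half-maximal effect; plate controls were vehicle for no effect and no enzyme for full effect; nearly all actives have a fitted effect of over 35% in size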
# Target sequence (P54132 whole entry, looked up): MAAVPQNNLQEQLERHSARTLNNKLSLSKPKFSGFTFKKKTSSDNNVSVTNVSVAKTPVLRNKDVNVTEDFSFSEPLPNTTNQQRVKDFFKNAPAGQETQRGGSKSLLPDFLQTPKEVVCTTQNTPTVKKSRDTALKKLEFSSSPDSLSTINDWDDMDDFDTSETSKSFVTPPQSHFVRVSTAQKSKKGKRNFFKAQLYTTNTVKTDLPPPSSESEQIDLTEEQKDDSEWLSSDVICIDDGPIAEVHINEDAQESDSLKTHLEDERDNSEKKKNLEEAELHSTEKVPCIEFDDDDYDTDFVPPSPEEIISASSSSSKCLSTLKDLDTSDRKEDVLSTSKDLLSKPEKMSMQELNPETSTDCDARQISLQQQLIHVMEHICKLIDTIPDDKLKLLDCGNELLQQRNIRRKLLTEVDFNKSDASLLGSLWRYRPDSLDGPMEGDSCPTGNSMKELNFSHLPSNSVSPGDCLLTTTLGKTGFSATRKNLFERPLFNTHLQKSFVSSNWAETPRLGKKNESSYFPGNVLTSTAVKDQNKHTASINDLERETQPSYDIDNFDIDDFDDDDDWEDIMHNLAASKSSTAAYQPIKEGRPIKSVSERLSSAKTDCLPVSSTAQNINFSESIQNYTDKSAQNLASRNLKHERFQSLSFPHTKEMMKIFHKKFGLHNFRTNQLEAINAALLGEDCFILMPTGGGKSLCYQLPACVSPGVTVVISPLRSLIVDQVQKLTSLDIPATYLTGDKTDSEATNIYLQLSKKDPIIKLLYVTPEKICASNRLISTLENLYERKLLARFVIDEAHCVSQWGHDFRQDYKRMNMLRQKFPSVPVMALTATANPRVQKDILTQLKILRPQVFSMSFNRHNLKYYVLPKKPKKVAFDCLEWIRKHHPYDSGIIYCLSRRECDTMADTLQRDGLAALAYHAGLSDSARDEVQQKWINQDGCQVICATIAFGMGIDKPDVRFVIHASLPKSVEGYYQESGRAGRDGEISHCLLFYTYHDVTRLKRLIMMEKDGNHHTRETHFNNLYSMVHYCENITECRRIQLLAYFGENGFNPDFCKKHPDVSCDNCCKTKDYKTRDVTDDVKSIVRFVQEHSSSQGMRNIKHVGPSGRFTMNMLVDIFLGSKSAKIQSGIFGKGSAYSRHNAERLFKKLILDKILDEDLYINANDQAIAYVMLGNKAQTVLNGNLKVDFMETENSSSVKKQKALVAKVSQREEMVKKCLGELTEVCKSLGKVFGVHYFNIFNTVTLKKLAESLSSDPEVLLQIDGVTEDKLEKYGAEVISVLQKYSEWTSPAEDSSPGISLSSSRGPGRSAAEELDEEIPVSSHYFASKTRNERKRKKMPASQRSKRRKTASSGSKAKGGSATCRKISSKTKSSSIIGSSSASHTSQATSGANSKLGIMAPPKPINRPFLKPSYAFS
# ALOX12 inh: inhibitors of human 12S-lipoxygenase ALOX12 | P18054 | purified 12hLO, xylenol orange hydroperoxide absorbance | Potency, µM (top dose mostly 108 µM), for the others: at the top dose activity change, negative = inhibition, actives largely listed as inhibitors | 580,000 tested, 1.1% active | AID 1671190; also: potency is read from the fitted curve at half-maximal effect; % is scaled to controls: 0 for no effect and ±100 for the full control effect
#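 Purified human 12hLO at 150 nM in 25 mM Hepes, 0.01% Triton X-100, pH 7.0, preincubated 15 min at room temperature with compound. Reaction started with 40 uM arachidonic acid, 30 min at room temperature. Hydroperoxide measured by Fe-xylenol orange, 573/405 nm absorbance ratio.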
# Pol beta inh: DNA polymerase beta (human) inhibition; Pol beta primer extension/strand displacement, fluorescence kinetic; P06746; 340,000 tested, 1.3% active; Potency, µM (doses to about 114 µM), for inactives: top-dose activity change, negative = inhibition, hits mostly inhibitors; also: potency is read from the fitted curve at half-maximal effect; % is scaled to controls: 0 for no effect and ±100 for the full control effect
#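 Enzyme-only controls used 10 nM Pol beta; buffer lacking enzyme served as negative control. Compound preincubated 15 min, then 50 nM substrate added; 0 and 10 min reads at room temperature.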
# TRHR ag: TRH receptor (human) agonism; P34981; TRHR cells, calcium flux fluo-8, FDSS agonist mode; activation, % at 2 µM; 360,000 tested, 0.18% active; in the data active = activation above about 30%; also: 0% is about no effect
#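 In this calcium-flux screen, cells bearing human TRHR are dye-loaded with fluo-8, baselined for 10 cycles, then exposed to library compounds; positive kinetic calcium responses during the agonist phase mark hits, with TRH as control.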
# Anesthetic bind: binds horse apoferritin like a general anesthetic; P02791; apoferritin/1-aminoanthracene competitive binding, fluorescence; Potency, µM (titrated, usually from 77.5 µM), for the others: top-dose activity change, negative = displacement, hits mostly inhibitors; 350,000 tested, 0.074% active; AID 485281; also: potency is read from the fitted curve at half-maximal effect; % is scaled to controls: 0 for no effect and ±100 for the full control effect; nearly all actives have a fitted effect of over 20% in size
#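 In PBS, apoferritin at 10 uM is loaded with 1-AMA from a 50% saturated solution. After 10 min of compound exposure at ambient temperature, reduced 535 nm fluorescence indicates probe displacement.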
# APEX1 inh: blocks human APE1 abasic DNA cleavage. P27695. Potency, µM (top dose mostly 65.8 µM), for the others: top-dose activity change, negative = inhibition, hits mostly inhibitors. 350,000 tested, 0.35% active. AID 2517. recombinant APE1, TAMRA/BHQ-2 abasic DNA cleavage fluorescence;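 also: potency is read from the fitted curve at half-maximal effect; plate controls were vehicle for no effect and reference inhibitor for full effect; nearly all actives have a fitted effect of over 55% in size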
#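 APE1 at 0.75 nM final was preincubated with compound 15 min at room temperature, then 50 nM double-stranded THF abasic-site substrate (5'-TAMRA/3'-BHQ-2) was added. Fluorescence (ex 525/em 598 nm) was read kinetically; third-minus-first read gave activity.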
# Pol iota inh: blocks human DNA polymerase iota activity. Q9UNA4. Pol iota fluorescent replication assay, 10 min. Potency, µM (series often up to 115 µM), without a hit: top-dose activity, negative = inhibition, most hits filed as inhibitors. 390,000 tested, 1% active. AID 588590; also: potency is read from the fitted curve at half-maximal effect
#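 Fluorescent replication assay read twice, at 0 min and 10 min after adding 50 nM (final) substrate. Enzyme (10 nM) and compounds were first incubated 15 min at room temperature; enzyme-free buffer wells were negative controls.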
# ERG-DNA inh: blocks human ERG Ets domain binding to DNA | P11308 | fluorescence polarization, His-ERG Ets domain / labelled DNA | Potency, µM (series often up to 76.9 µM), for inactives: top-dose FP activity, negative = inhibition, hits mostly inhibitors | 370,000 tested, 0.028% active | AID 624246; active = well fitted inhibition curve with a large enough effect in the polarisation, with a control signal flat; inconclusive = small, poorly fitted or top-dose-only effect, or effect the other way, or a change in a side signal; inactive = no such curve, though single readings can be large or run the other way; the % refers to the polarisation;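 also: polarization taken with two DNA probes labelled with fluorescein and Texas red; potency is read from the fitted curve at half-maximal effect; % of control where 0% means no effect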
#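 His-tagged ERG Ets domain (1 uM in the protein solution; 300mM KCl, 50mM Tris-HCl, 1mM EDTA, 1mM DTT, pH 7.5) received compound, then a probe mix of 5 nM fluorescein-DNA and 100nM Texas-615-DNA. Fluorescence polarization was read for both dyes.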
# POLK inh: inhibitors of human DNA polymerase kappa. purified Pol kappa, fluorescent DNA synthesis assay, 10 min. Potency, µM (highest dose often 107 µM), inactives show at the top dose activity, negative = inhibition, most hits filed as inhibitors. 400,000 tested, 0.53% active; also: potency is read from the fitted curve at half-maximal effect; % is scaled to controls: 0 for no effect and ±100 for the full control effect
#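 Pol kappa 10 nM + cpd, 15 min RT; start w/ substrate 50 nM final; fluorescence kinetic read, 0 and 10 min. Neg ctrl: buffer, no enzyme.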
# Active calls of the source: *; u = inconclusive; x = no result given; & = joins results of further samples; [ ] = another dose, or the depositor's remark. Unless noted, calls follow the shape of the dose curve; as a rule, active = well fitted curve in the direction sought with a large enough effect; inconclusive = small, poorly fitted or top-dose-only effect, or another doubt; inactive = no such curve, though single readings can be large; an effect the other way counts as inactive or inconclusive. These rows are one share of the data; rates above refer to the full screens.
BLM inh	ALOX12 inh	Pol beta inh	TRHR ag	Anesthetic bind	APEX1 inh	Pol iota inh	ERG-DNA inh	POLK inh	molecule
3%	-10%&-4%	-12%	0.3	-9%	2%	104%[activator]	2%	-10%	Cc1cc(C)nc(/N=C2\NC(=O)CC(C(=O)O)N2c2ccc(C)c(C)c2)n1 (configuration not stated)
0%	-27%	13%	0.2	-2%	-4%	-12%	-1%	-4%	CCN1CC(=O)Nc2cc(S(=O)(=O)N3CCOCC3)ccc21
1%	-19%	-1%	1.7	-8%	x	21%	0%	-9%	CCCCOC(=O)/C(C#N)=C\c1ccc(-c2ccc(Cl)cc2)o1
2%	u	29%	2.0	-20%	-4%	22%	x	-4%	O=C(CCN1Cc2ccccc2C1)c1ccc2c(c1)OCCO2
-1%	113%[activator][57.4 µM]	22%	-0.2	-9%	-8%	6%	-4%	-16%	CC(NC(=O)Cc1ccc(F)cc1)c1ccccc1 (configuration not stated)
-10%	0%	10%	0.7	-8%	2%	122%[activator]	-3%	-22%	Nc1sc2c(c1C(=O)NCCc1ccccc1)CCC2
x	0%	x	x	x	x	-5%	-1%	-3%	CN1OC[C@@H]2CN(Cc3ccccc3)[C@H](c3cccc(Oc4ccccc4)c3)C[C@@H]21
8%&1%	12%&0%	3%&6%	-0.7&0.6	-8%&-6%	7%	16%&35%	-3%&-6%	-8%&-7%	COc1cc(NC(=O)CSc2ccc(-c3ccccn3)nn2)cc(OC)c1
2%	5%	11%	0.2	-4%	-12%	23%	1%	4%	COc1ccc(CNc2nc3ccccc3n2C(C)C)cc1
-9%	-23%	17%	-0.5	-2%	2%	17%	-1%	-9%	COc1ccc(-c2nnc(SCC(=O)NC3CCCc4ccccc43)n2N)cc1 (configuration not stated)
-1%	5%	-22%	-0.5	-8%	1%	x	x	x	Cc1cc2ncn(/N=C/c3cc(Br)ccc3O)c2cc1C
3%	-5%	-1%	0.2	-13%	2%	6%	-1%	-12%	COc1cccc(N(C(=O)c2ccn[nH]2)C2(C(=O)Nc3c(C)cccc3C)CCCCC2)c1
1%	-18%	-1%	-0.1	-3%	-10%	78%[activator]	-10%	-6%	Cn1cc(S(=O)(=O)NCC2CCCO2)c(=O)n(C)c1=O (configuration not stated)
-1%	2%	-11%	-0.1	-15%	3%	11%	-5%	-11%	COc1ccc(CNC(=O)CCSCc2cccc(Cl)c2)cc1
-13%	-9%	0%	3.4	-17%	x	-15%	-3%	-3%	CCOC(=O)c1ccc(N2C(=O)c3n[nH]c(-c4cccs4)c3C2c2cccc(OC)c2)cc1 (configuration not stated)
-1%	6%	-3%	0.4	-20%	-3%	128%[activator]	-5%	1%	O=C(NCc1nc2ccccc2[nH]1)c1ccc(S(=O)(=O)N2CCCC2)cc1
3%	-10%	5%	0.4	-11%	0%	6%	-1%	5%	CCC1CCCCN1C/C=C/c1ccccc1[N+](=O)[O-] (configuration not stated)
x	1%	x	x	x	x	29%	5%	-8%	Cc1cc(-c2ccc([N+](=O)[O-])cc2)cc(C)n1
0%	0%	1%	0.1	-9%	1%	10%	3%	-22%	O=C(CNCc1ccncc1)Nc1cc(S(=O)(=O)N2CCCCC2)ccc1Cl
-10%	u	0%	0.3	-8%	u	u	-11%	-14%	CCOC(=O)c1c(NC(C)=O)sc2c(OCC(O)CNC(C)(C)C)c(Br)ccc12 (configuration not stated)
2%	-11%	6%	-0.1	u	6%	0%	2%	-24%	O=C(Nc1ccc(Cc2ccncc2)cc1)c1ccc(Cl)c([N+](=O)[O-])c1
-8%	8%	29%	-0.6	-6%	-3%	26%	-13%	-4%	CCCCNc1nc(NC)nc(Cl)c1SC
x	-1%	x	-0.2	x	-17%	23%	-2%	1%	CCCCn1c(N)c(N(Cc2ccccc2OC)C(=O)COc2ccccc2OC)c(=O)[nH]c1=O
0%	-28%	-3%	-0.8	12%	x	11%	8%	-13%	COc1cccc(CNS(=O)(=O)c2ccc3c(c2)C(C(C)C)C(=O)N3)c1 (configuration not stated)
x	-1%	x	0.1	x	14%	9%	-1%	-6%	CSCCC(NS(=O)(=O)c1ccc(C)cc1)C(=O)N1CC=C(c2ccccc2)CC1 (configuration not stated)
-11%	-14%	-1%	1.3	-14%	-3%	26%	-3%	-1%	O=[N+]([O-])c1ccc(/C=C/c2ccc3ccccc3n2)cc1
4%	-17%	-7%	-0.2	-10%	6%	0%	-15%	-7%	O=C(NCCc1ccccc1)C1CCC(Cn2c(=O)c3ccccc3n(Cc3cccc(F)c3)c2=O)CC1 (configuration not stated)
-14%	-14%	u	0.0	u	37%	53%[activator]	3%	-15%	O=C(CCCN1C(=O)/C(=C/c2cccs2)SC1=S)Nc1cccc(O)c1
-9%	-9%	3%	-1.0	-5%	-5%	-1%	x	-2%	O=C(Nc1ccccc1)N1N=C(c2ccc(F)cc2)CC1c1ccc(F)cc1 (configuration not stated)
-5%	-23%	11%	0.1	-12%	-1%	20%	-3%	-18%	CCCn1c(SCC(=O)c2ccc3c(c2)NC(=O)CO3)nc2ccccc21
x	22%	x	-0.1	x	-6%	0%	u	-3%	COCCn1c(C)cc(C(=O)CSc2nnnn2C2CCCC2)c1C
-1%	10%	0%	-0.2	-3%	62%[activator]	3%	2%	-6%	CS(=O)(=O)c1ccc(Cl)c(C(=O)NC2CCSc3ccccc32)c1 (configuration not stated)
-2%	-29%	0%	0.3	-7%	x	5%	14%	0%[60.1 µM]	O=C(CSc1nc(=O)[nH]c2c1CCC2)NCc1ccc(Cl)cc1
-6%	-4%	8%	-0.9	-10%	2%	9%	3%	1%	Cc1ccc(NC(=O)c2cc(S(=O)(=O)N3CCOCC3)cs2)cc1
2%	0%	0%	0.0	42%[activator]	-1%	6%	-6%	-6%	CCNS(=O)(=O)c1ccc(C)c(-n2cnnn2)c1C
-6%	x	2%	4.7	-14%	-1%	u	17%	-22%	CC(=O)Nc1ccc(/C=C2/Sc3ccccc3C2=O)cc1
-7%	29%	-9%	0.4	3%	-7%	6%	-6%	-2%	COc1ccc(C2(O)CC3CCC(C2)N3c2nc(C)cc(C)c2C#N)cc1 (configuration not stated)
1%	9%	29%	0.3	-8%	36%	8%	3%	-18%	CCOc1ccc(CNS(=O)(=O)c2c(C)nc3scc(C)n3c2=O)cc1OC
1%	0%	0%	-0.1	0%	9%	19%	-1%	-13%	CC1=C(C(=O)N(C)C)C(c2cccs2)NC(=O)N1 (configuration not stated)
x	-5%	x	0.5	x	-2%	28%	8%	-19%	COc1cc2ccccc2cc1C(=O)Nc1ccccc1N1CCCC1
3%	x	33%	0.0	-8%	-1%	x	x	x	CCN(CC)CCN1C(=O)C(O)=C(C(C)=O)C1c1ccccc1 (configuration not stated)
-7%	8%	14%	0.0	0%	11%	-15%	6%	-6%	CC(C)(C)NC(=O)c1cccnc1Sc1ccccc1
1%	45%[activator]	0%	0.2	-7%	0%	1%	-6%	-2%	Cc1[nH]nc2c1C(C(C)C)C(C#N)=C(N)O2 (configuration not stated)
-5%	x	-25%	0.7	-3%	4%	10%	-19%	-7%	Oc1c(Cl)cc(Cl)cc1C1=NNC(c2ccc(Cl)cc2)C1 (configuration not stated)
-2%	6%	-8%	1.1	-8%	1%	2%	1%	-2%	COc1ccc(-c2[nH]ncc2CN2CCN(Cc3cccs3)CC2)c(F)c1
-10%	0%	3%	0.5	6%	-3%	u	4%	-6%	COc1ccc2c(C(=O)CCl)c[nH]c2c1

# In the list so far, 8 have an NH in an aromatic ring.
BLM inh	ALOX12 inh	Pol beta inh	TRHR ag	Anesthetic bind	APEX1 inh	Pol iota inh	ERG-DNA inh	POLK inh	molecule
3%	-5%	-1%	0.2	-13%	2%	6%	-1%	-12%	COc1cccc(N(C(=O)c2ccn[nH]2)C2(C(=O)Nc3c(C)cccc3C)CCCCC2)c1
-13%	-9%	0%	3.4	-17%	x	-15%	-3%	-3%	CCOC(=O)c1ccc(N2C(=O)c3n[nH]c(-c4cccs4)c3C2c2cccc(OC)c2)cc1 (configuration not stated)
-1%	6%	-3%	0.4	-20%	-3%	128%[activator]	-5%	1%	O=C(NCc1nc2ccccc2[nH]1)c1ccc(S(=O)(=O)N2CCCC2)cc1
x	-1%	x	-0.2	x	-17%	23%	-2%	1%	CCCCn1c(N)c(N(Cc2ccccc2OC)C(=O)COc2ccccc2OC)c(=O)[nH]c1=O
-2%	-29%	0%	0.3	-7%	x	5%	14%	0%[60.1 µM]	O=C(CSc1nc(=O)[nH]c2c1CCC2)NCc1ccc(Cl)cc1
1%	45%[activator]	0%	0.2	-7%	0%	1%	-6%	-2%	Cc1[nH]nc2c1C(C(C)C)C(C#N)=C(N)O2 (configuration not stated)
-2%	6%	-8%	1.1	-8%	1%	2%	1%	-2%	COc1ccc(-c2[nH]ncc2CN2CCN(Cc3cccs3)CC2)c(F)c1
-10%	0%	3%	0.5	6%	-3%	u	4%	-6%	COc1ccc2c(C(=O)CCl)c[nH]c2c1

# High-throughput results as filed in PubChem.
